TGFb SMAD3 inh – qHTS for Inhibitors of TGF-b; AID 588855, 2011; Potency, µM (series often up to 46.1 µM), for inactives: top-dose activity, negative = inhibition, hits mostly inhibitors; actives 1.2% (n = 410,000); HepG2 CAGA-GFP TGF-b/SMAD3 reporter, GFP fluorescence, 18 h; TGF-beta stimulated, 500 pg/mL final; also: potency is read from the fitted curve at half-maximal effect; % is scaled to controls: 0 for no effect and ±100 for the full control effect; nearly all actives have a fitted effect of over 65% in size
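Smad-responsive CAGA-GFP expression was quantified in HEPG2 cells exposed to compounds and 500 pg/mL final TGF-beta for 18 h at 37 degrees C; unstimulated wells defined full inhibition.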
Abeta yeast res – qHTS for compounds that reverse cellular toxicity of Amyloid beta (A-beta) peptide in yeast: Primary Screen | Potency, µM (series often up to 46.1 µM), inactives show at the top dose growth rescue, usual class: activators | yeast expressing A-beta42, growth rescue, OD600, 48 h; response scale: 0% DMSO, 100% iron-clioquinol control | actives 0.063% (n = 410,000); also: potency is read from the fitted curve at half-maximal effect; nearly all actives have a fitted effect of over 55% in size
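Yeast A-beta toxicity model in growth medium with pinned compounds, 48 h at 30 C; growth read as absorbance at 600 nm. Normalized to FeCl3/clioquinol equimolar mix (positive) and DMSO (negative).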
HepG2 tox – qHTS for Inhibitors of TGF-b: Cytotox Counterscreen; HepG2 CAGA-GFP viability, ATP luminescence, 18 h; Potency, µM (doses to about 46.1 µM), for inactives: at the highest dose activity change, negative = cytotoxicity, usual class: cytotoxic; actives 0.76% (n = 410,000); AID 588856, 2011; also: potency is read from the fitted curve at half-maximal effect; some results filed as inactive show a strong effect at the top dose
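HepG2 CAGA-GFP cells (1000/well, DMEM with 1% FBS) received compound, then TGF-beta at 500 pg/mL final, and were incubated 18 hours at 37 degrees C. Viability was read by CellTiter-Glo luminescence. Media-only wells were set as complete cell-killing and DMSO as no toxicity.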
A549 tox – Nrf2 qHTS screen for inhibitors: counterscreen for cytotoxicity; A549 ARE-Fluc cells, CellTiter-Fluor viability, 18-24 h; Potency, µM (highest dose often 46 µM), without a hit: at the highest dose activity change, negative = cytotoxicity, usual class: inhibitors; actives 0.16% (n = 390,000); also: potency is read from the fitted curve at half-maximal effect; % is scaled to controls: 0 for no effect and ±100 for the full control effect
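Cytotoxicity counterscreen: CellTiter-Fluor fluorescence was measured in A549 ARE_Fluc cells after 18-24 h of compound exposure in a concentration series. The subsequent BugLite luminescent read reports ARE-luciferase activity.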
Akt phos inh – HTS Assay for Inhibitors of Akt Phophorylation: Primary Screen; Neuro2A IGF-stimulated pAkt S473 HTRF, 20 min; hits give low values; activity change, % for hits at 50 µM; actives 0.32% (n = 360,000); in the data active = activity change below about -80%; inconclusive = mostly about -51% to -80%; also: % is scaled to controls: 0 for no effect and ±100 for the full control effect
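Neuro2A cells (4,500/well, DMEM with 0.5% FBS) were treated with compound at a single 50 µM final concentration, stimulated with 6 nM IGF for 20 min at 37 °C, and lysed. Phospho-Akt Ser473 was read by HTRF as 665/615 ratio ×10^4.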
MmCpn inh – Inhibitors of TCP-1 ring complex (TRiC) of Methanococcus maripaludis (MmCpn): qHTS | actives 0.031% (n = 330,000) | purified Mm-Cpn ATPase, ADP Transcreener TR-FRET | Potency, µM (top dose mostly 76.9 µM), without a hit: at the highest dose activity, negative = inhibition, actives largely listed as inhibitors | Chaperonin Mm-Cpn (Methanococcus maripaludis); also: potency is read from the fitted curve at half-maximal effect; % is scaled to controls: 0 for no effect and ±100 for the full control effect; nearly all actives have a fitted effect of over 80% in size
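TR-FRET (320 nm excitation; 590 and 665 nm emission) reports ADP made from 10 uM ATP by 25 nM enzyme; compounds were preincubated 10 min, reaction run 30 min, both at 37°C.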
Nrf2 block – Nrf2 qHTS screen for inhibitors; actives 2.1% (n = 360,000); Potency, µM (highest dose often 46 µM), for the others: top-dose activity change, negative = inhibition, usual class: inhibitors; A549 ARE-Fluc reporter, luciferase luminescence, 18-24 h; also: potency is read from the fitted curve at half-maximal effect; % is scaled to controls: 0 for no effect and ±100 for the full control effect; nearly all actives have a fitted effect of over 60% in size
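Two sequential reads on A549 ARE_Fluc cells exposed to compound for 18-24 h: a CellTiter-Fluor fluorescence read for viability, then a luciferase luminescence read for Nrf2/ARE activity.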
CCT modulator – High-Throughput Screening for Modulators of Cytosolic Chaperonin Activity | purified chaperonin ATPase assay, HTRF ADP detection, 30 min | activity change, % (test concentration not listed), hits read low | actives 0.3% (n = 360,000); in the data active = activity change below about -30%; also: % is scaled to controls: 0 for no effect and ±100 for the full control effect
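We incubate TRiC, 40 or 20 nM final, with library compounds at 76 uM and 10 uM ATP for 30 min at 37 °C. ADP formed is detected with Transcreener HTRF reagents after 30 min at room temperature.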
Nrf2 activator – qHTS of Nrf2 Activators; AREc32 ARE-luciferase reporter (MCF7-derived line), luminescence, 24 h; Potency, µM (series often up to 46.1 µM), inactives show at the highest dose activation, usual class: activators; actives 0.31% (n = 410,000); also: potency is read from the fitted curve at half-maximal effect; % of control where 0% means no effect; nearly all actives have a fitted effect of over 65% in size
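Nrf2 activation is followed as ARE-luciferase induction in the AREc32 line after one day of compound treatment; luminescence is read with Steady-Glo.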
Numbers without * were called inactive; i = inactive; u = inconclusive; x = not tested or not shown. Unless noted, calls follow the shape of the dose curve; as a rule, active = well fitted curve in the direction sought with a large enough effect; inconclusive = small, poorly fitted or top-dose-only effect, or another doubt; inactive = no such curve, though single readings can be large; an effect the other way counts as inactive or inconclusive. No enrichment for hits. About 4.3% of those tested had a hit in this group.

Key to letters: A = TGFb SMAD3 inh; B = Abeta yeast res; C = HepG2 tox; D = A549 tox; E = Akt phos inh; F = MmCpn inh; G = Nrf2 block; H = CCT modulator; I = Nrf2 activator
> CCNC(=O)C1CCCN(C(=O)c2ccc(C#N)cc2)CC1 (centres undefined)
  A: -3.8% | B: -8.9% | C: 0.5% | D: x | E: i | F: x | G: x | H: -3.2 | I: -0.9%
> Cc1nn(C)c(C)c1NC(=O)c1ccccc1NC(=O)Nc1ccccc1
  A: -6.5% | B: -4.0% | C: -7.5% | D: -3.3% | E: i | F: 0.0% | G: -9.9% | H: -0.9 | I: 3.7%
> CC(C)(CN1CCCN(CC(C)(C)C(=O)O)C1=O)C(=O)O
  A: -2.1% | B: 0.3% | C: 0.9% | D: x | E: i | F: x | G: x | H: -1.2 | I: -1.3%
> CN(C)S(=O)(=O)N1CCC(Oc2cccc(C(=O)NC3CCCCCC3)c2)CC1
  A: -9.7% | B: 23.4% | C: -29.8% | D: -15.5% | E: i | F: 1.2% | G: 2.59µM* | H: -0.6 | I: 0.1%
> CC(=O)Nc1ccc(C(=O)OC2CCCCC2=O)cc1 (centres undefined)
  A: 2.8% | B: -6.4% | C: -11.7% | D: 9.6% | E: i | F: -2.1% | G: 2.7% | H: -5.7 | I: 0.0%
> O=C(NCCCCCCOC1=NS(=O)(=O)c2ccccc21)C(=O)Nc1ccccc1
  A: -4.0% | B: 0.0% | C: -9.7% | D: -3.8% | E: i | F: -0.6% | G: -7.4% | H: 0.3 | I: -0.1%
> O=C(CSc1nc2nn(-c3ccccc3)c(=O)c-2c2n1CCCCC2)Nc1ccccc1[N+](=O)[O-]
  A: u | B: -19.5% | C: 1.6% | D: -13.9% | E: i | F: -0.2% | G: -22.0% | H: 0.2 | I: 7.7%
> Cc1ccc(-c2cc(C(=O)NCc3ccccc3)c3c(-c4ccc(C)cc4)[nH]nc3n2)cc1
  A: u | B: -3.7% | C: 2.3% | D: 13.5% | E: x | F: x | G: 36.0% | H: x | I: -0.9%
> CCNC(=S)N(CCCN(C)C)Cc1cc2cc3c(cc2[nH]c1=O)OCCO3
  A: 2.4% | B: -15.8% | C: -2.7% | D: 9.9% | E: i | F: -2.6% | G: 10.0% | H: 2.3 | I: -0.6%
> CCc1ccc(NC(=O)CSc2ccc(-c3cccs3)nn2)cc1
  A: -18.1% | B: -6.9% | C: -18.1% | D: 8.1% | E: x | F: x | G: -22.8% | H: x | I: 3.6%
> O=C(COc1ccccc1C(=O)NCc1ccccn1)Nc1ccc(Br)cc1
  A: -5.9% | B: 6.6% | C: -1.6% | D: -3.8% | E: i | F: -2.1% | G: 3.8% | H: -0.3 | I: -0.1%
> CS(=O)(=O)c1ccccc1-c1nnc(NC(=O)C2=COCCO2)o1
  A: 7.6% | B: 3.2% | C: 12.8% | D: -0.7% | E: i | F: -1.5% | G: -3.3% | H: 0.0 | I: -0.6%
> COc1ccc(CC(=O)N2CC(C)CC(C)C2)cc1 (centres undefined)
  A: -25.5% | B: 2.9% | C: 1.9% | D: 26.4% | E: i | F: 1.4% | G: 8.8% | H: 1.4 | I: -0.2%
> COc1ccc(/C=C2\SC(=S)N(CCC(=O)Nc3ccc(C(=O)O)cc3)C2=O)cc1
  A: 16.9% | B: -6.6% | C: 2.9% | D: 3.3% | E: i | F: 0.2% | G: u | H: -1.8 | I: 0.0%
> CCC(=O)Nc1cccc(-n2nnnc2SCC(=O)c2ccc(C)c(C)c2)c1
  A: u | B: 6.3% | C: -24.4% | D: -4.7% | E: i | F: u | G: 4.6% | H: -0.7 | I: 3.9%
> CC(C)(C)c1ccc(CC(=O)N2CCC2(C)C(=O)NS(=O)(=O)c2ccc(C#N)cc2)cc1 (centres undefined)
  A: 2.9% | B: 3.4% | C: 4.3% | D: x | E: i | F: x | G: x | H: 0.7 | I: 0.3%
> O=C1NC(=O)C2(CCCC2)N1
  A: 14.2% | B: -2.6% | C: -0.9% | D: 0.1% | E: i | F: x | G: 1.6% | H: -0.8 | I: -0.1%
> COc1ccc(S(=O)(=O)N2CCC(C(=O)Nc3ccccc3N3CCCC3)CC2)cc1OC
  A: u | B: 14.6% | C: -3.2% | D: 2.7% | E: i | F: -3.8% | G: 3.5% | H: 2.0 | I: 0.3%
> O=S1(=O)CC(N2CC=CC2)CN1Cc1cn(Cc2ccccc2)nn1 (centres undefined)
  A: x | B: -5.0% | C: x | D: x | E: i | F: x | G: x | H: -0.6 | I: -0.2%
> CC1=CC(C2CC(=O)N(c3ccccc3C)C2=O)CC2C(=O)N(c3ccccc3C)C(=O)C12 (centres undefined)
  A: 29.8% | B: -9.9% | C: 15.2% | D: -1.6% | E: i | F: 1.0% | G: 3.1% | H: 0.2 | I: 1.8%
> COc1ccc(CNC(=S)NCc2ccc(OC(C)C)cc2)cc1
  A: -17.5% | B: u | C: 17.8µM* | D: 11.9% | E: i | F: -2.4% | G: 4.5% | H: -2.5 | I: 0.4%
> COc1ccccc1OCCCn1c(C2CC(=O)N(c3ccccc3Cl)C2)nc2ccccc21 (centres undefined)
  A: u | B: -14.8% | C: -12.1% | D: -10.6% | E: x | F: x | G: u | H: x | I: 10.4%
> O=S1(=O)CCOC[C@H](Cc2ccccc2)N1Cc1ccccc1F
  A: u | B: 19.5% | C: 2.4% | D: 0.9% | E: i | F: x | G: -0.3% | H: -1.3 | I: -0.9%
> CC(C)CC(=O)NC(c1ccccc1)c1c(O)ccc2ccccc12 (centres undefined)
  A: u | B: 16.3% | C: -3.8% | D: -3.2% | E: i | F: -1.8% | G: -26.0% | H: -1.9 | I: 0.4%
> Cc1cccc(C(=O)NN2C(=O)C3C(c4ccccc4)C=CC(c4ccccc4)C3C2=O)c1 (centres undefined)
  A: -4.2% | B: 10.0% | C: -14.4% | D: -7.6% | E: i | F: 0.2% | G: u | H: -3.4 | I: 0.2%
> CC(OC(=O)c1ccccc1CCc1ccccc1)C(N)=O (centres undefined)
  A: 0.2% | B: -4.3% | C: -12.1% | D: -1.3% | E: i | F: 3.5% | G: u | H: -0.8 | I: 0.5%
> O=C(Nc1nnc(C2CC2)s1)C1CC(=O)N(c2ccc3c(c2)OCCO3)C1 (centres undefined)
  A: -7.2% | B: -3.8% | C: -14.5% | D: -2.3% | E: i | F: 1.0% | G: -14.8% | H: -0.6 | I: -0.2%

Five compounds already listed, ordered by molar mass, high to low.
Key to letters: A = TGFb SMAD3 inh; B = Abeta yeast res; C = HepG2 tox; D = A549 tox; E = Akt phos inh; F = MmCpn inh; G = Nrf2 block; H = CCT modulator; I = Nrf2 activator
> COc1ccc(S(=O)(=O)N2CCC(C(=O)Nc3ccccc3N3CCCC3)CC2)cc1OC
  A: u | B: 14.6% | C: -3.2% | D: 2.7% | E: i | F: -3.8% | G: 3.5% | H: 2.0 | I: 0.3%
> CC(C)(C)c1ccc(CC(=O)N2CCC2(C)C(=O)NS(=O)(=O)c2ccc(C#N)cc2)cc1 (centres undefined)
  A: 2.9% | B: 3.4% | C: 4.3% | D: x | E: i | F: x | G: x | H: 0.7 | I: 0.3%
> Cc1cccc(C(=O)NN2C(=O)C3C(c4ccccc4)C=CC(c4ccccc4)C3C2=O)c1 (centres undefined)
  A: -4.2% | B: 10.0% | C: -14.4% | D: -7.6% | E: i | F: 0.2% | G: u | H: -3.4 | I: 0.2%
> CC(C)CC(=O)NC(c1ccccc1)c1c(O)ccc2ccccc12 (centres undefined)
  A: u | B: 16.3% | C: -3.8% | D: -3.2% | E: i | F: -1.8% | G: -26.0% | H: -1.9 | I: 0.4%
> CC(C)(CN1CCCN(CC(C)(C)C(=O)O)C1=O)C(=O)O
  A: -2.1% | B: 0.3% | C: 0.9% | D: x | E: i | F: x | G: x | H: -1.2 | I: -1.3%
